Dicer processing – inhibitors of Dicer pre-microRNA processing, primary screen, biochemical, cat-ELCCA, chemiluminescence; hit rate 6% among 47,000; Endoribonuclease Dicer (Homo sapiens), Q9UPY3; z-score at 25 µM; cat-ELCCA pre-miR-21 Dicer processing; active compounds read high; in the data active = z-score above about 3, passing the limit was not always enough;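 note: plate controls were vehicle for no effect and no enzyme for full effect; higher signal means more uncleaved substrate so more Dicer inhibition; strong numbers were not always called active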
Target sequence (Q9UPY3 whole entry, looked up): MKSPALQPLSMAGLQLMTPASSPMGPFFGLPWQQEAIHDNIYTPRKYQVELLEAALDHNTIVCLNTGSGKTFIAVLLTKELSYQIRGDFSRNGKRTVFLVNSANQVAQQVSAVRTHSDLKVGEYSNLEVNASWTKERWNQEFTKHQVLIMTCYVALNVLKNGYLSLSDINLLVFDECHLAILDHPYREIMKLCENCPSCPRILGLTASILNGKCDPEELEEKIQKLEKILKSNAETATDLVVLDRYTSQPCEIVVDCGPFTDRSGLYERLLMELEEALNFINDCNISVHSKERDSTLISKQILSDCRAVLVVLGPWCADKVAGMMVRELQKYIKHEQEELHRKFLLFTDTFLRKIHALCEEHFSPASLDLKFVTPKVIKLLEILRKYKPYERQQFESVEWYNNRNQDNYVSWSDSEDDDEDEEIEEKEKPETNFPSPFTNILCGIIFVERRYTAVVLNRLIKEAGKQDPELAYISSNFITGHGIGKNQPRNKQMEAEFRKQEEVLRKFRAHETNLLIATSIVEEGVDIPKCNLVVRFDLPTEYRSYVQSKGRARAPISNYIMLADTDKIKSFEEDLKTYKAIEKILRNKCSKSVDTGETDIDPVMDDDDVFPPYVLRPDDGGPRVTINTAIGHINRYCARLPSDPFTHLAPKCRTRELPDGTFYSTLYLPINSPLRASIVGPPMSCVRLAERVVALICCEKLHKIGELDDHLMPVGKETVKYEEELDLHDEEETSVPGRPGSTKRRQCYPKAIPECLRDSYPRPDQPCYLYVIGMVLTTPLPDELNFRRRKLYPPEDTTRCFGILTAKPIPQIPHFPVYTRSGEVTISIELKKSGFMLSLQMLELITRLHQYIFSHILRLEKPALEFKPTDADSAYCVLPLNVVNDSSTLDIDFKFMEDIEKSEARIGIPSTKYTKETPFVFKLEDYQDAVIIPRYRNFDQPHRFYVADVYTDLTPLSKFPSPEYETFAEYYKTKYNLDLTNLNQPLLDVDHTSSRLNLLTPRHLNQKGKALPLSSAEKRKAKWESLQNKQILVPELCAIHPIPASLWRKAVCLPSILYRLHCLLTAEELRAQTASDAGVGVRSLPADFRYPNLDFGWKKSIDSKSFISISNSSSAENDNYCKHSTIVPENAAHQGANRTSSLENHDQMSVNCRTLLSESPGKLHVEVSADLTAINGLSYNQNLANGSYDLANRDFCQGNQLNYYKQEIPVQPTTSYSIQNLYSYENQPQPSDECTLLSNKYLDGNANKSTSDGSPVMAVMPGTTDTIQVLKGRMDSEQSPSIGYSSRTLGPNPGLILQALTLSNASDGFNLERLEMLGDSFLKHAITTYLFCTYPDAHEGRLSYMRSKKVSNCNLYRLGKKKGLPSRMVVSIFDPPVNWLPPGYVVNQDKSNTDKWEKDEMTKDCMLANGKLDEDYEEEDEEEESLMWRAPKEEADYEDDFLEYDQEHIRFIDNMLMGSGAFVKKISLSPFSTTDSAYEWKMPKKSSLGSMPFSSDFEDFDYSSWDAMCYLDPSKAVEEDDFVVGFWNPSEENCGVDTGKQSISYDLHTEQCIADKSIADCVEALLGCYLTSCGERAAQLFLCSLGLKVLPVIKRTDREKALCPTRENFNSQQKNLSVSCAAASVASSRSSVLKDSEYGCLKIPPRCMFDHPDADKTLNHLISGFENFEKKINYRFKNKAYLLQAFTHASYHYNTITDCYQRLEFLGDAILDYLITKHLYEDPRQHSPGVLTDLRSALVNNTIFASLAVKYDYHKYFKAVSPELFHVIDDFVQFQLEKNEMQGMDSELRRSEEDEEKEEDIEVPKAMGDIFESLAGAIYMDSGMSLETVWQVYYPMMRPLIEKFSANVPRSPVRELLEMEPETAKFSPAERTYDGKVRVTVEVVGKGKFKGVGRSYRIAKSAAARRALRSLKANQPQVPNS
The depositor's hits bear a star.

molecule,Dicer processing
CCOC(=O)C1=C(C)NC2=C(C(=O)CCC2)C1c1ccc(OC(C)=O)c(OC)c1 (configuration not stated),13
Nc1c(C(=O)Nc2cccc(Cl)c2)sc2nc(-c3ccncc3)ccc12,1.7
COc1cccc(C(=O)Oc2cc3c4c(c2)C(C)=CC(C)(C)N4C(=O)C3=O)c1,1.6
Cc1ccc(/C(O)=C2\C(=O)C(=O)N(CCCn3ccnc3)C2c2ccncc2)cc1 (configuration not stated),-3.1
CSCCC(NC(=O)c1ccc(C(F)(F)F)cc1)c1nnc(SCc2ccccc2)n1C (configuration not stated),0.82
COc1cnc(NS(=O)(=O)c2ccc(N)cc2)nc1,54
O=C(O)c1cnn2c(C(F)F)cc(-c3ccccc3)nc12,-1
CC1=C(C(=O)OC(C)C)C(c2cc(F)cc(F)c2)n2c(nc3ccccc32)N1 (configuration not stated),0.57
CCOc1ccc(N2CSC(=S)N(c3ccc(OCC)cc3)C2)cc1,0.66
Cn1cc(Br)c(NC(=O)/C=C\C(=O)O)n1,-1.8
CCC(=O)Nc1cc(C(F)(F)F)cnc1OC,0.7
CCOC(=O)N(/N=C/c1sc2ccccc2c1C)SC(Cl)(Cl)Cl,-1.2
Nc1nnc(SCC(=O)N2CCN(S(=O)(=O)c3ccccc3)C2)s1,-0.59
Cc1cc(C)n(CC(=O)NC2CCCCC2)n1,1.5
CCOC(=O)C(NC(=O)c1ccccc1Cl)(Nc1ccccc1)C(F)(F)F (configuration not stated),1.4
O=c1oc(-c2cccc(Br)c2)nc2ccc(O)cc12,-2.4
COCCOC(=O)C1=C(C)NC2=C(C(=O)CC(C)(C)C2)C1c1ccccc1Cl (configuration not stated),0.18
CC(=O)OC[C@H]1O[C@@H](n2cnc3c(N)ncnc32)[C@@H]2OC(C)(C)O[C@@H]21,0.05
CS(=O)(=O)Nc1ccc2oc3ncccc3c(=O)c2c1,1.4
COC(=O)c1scc2c(SCc3ccccc3)cc(C(F)(F)F)nc12,5*
FC(F)(F)c1ccc(Nc2n[nH]c(=S)s2)cc1,-1.4
O=c1cc(-c2ccccc2Cl)oc2ccc(Cl)cc12,1.6
COC(=O)c1ccc(COc2ccc3ccccc3c2)o1,0.18
CC(C)n1c(CCCO)nc2ccccc21,-0.69
CC(C)(C)OC(=O)NC1CCN(S(=O)(=O)c2ccc(N3C(=O)CC4(CCCC4)C3=O)c(Cl)c2)CC1,-0.93
COc1ccc(O)c(C2=NN3C(C2)c2ccccc2OC3c2ccc(F)cc2)c1 (configuration not stated),2.4
COc1cccc(CNCCSc2nnnn2C)c1OCc1ccccc1,-0.52
NS(=O)(=O)c1ccc(NNC(=O)CC2(CC(=O)O)CCCC2)cc1,0.82
N#Cc1nc(COc2cccc(Cl)c2)oc1NCc1cccnc1,3.8*
Cc1ccnc(N(C(=O)Nc2ccc(Cl)cc2)C2=NCC(C)S2)c1 (configuration not stated),0.68
CC(C)Nc1nc(-c2ccccc2Cl)nc2ccccc12,1.7
CC(=O)Nc1ccc2nc(C)sc2c1,-1.5
c1ccc(C2=Nc3cccc4cccc(c34)N2)cc1,-0.61
CCOC(=O)c1cnc2ccc(C(F)(F)F)cn2c1=O,1.2
O=C(Nc1ccccc1)n1nnc(C2CN(Cc3ccccc3)CN(Cc3ccccc3)C2)n1,-1.1
C=C1SC(Nc2c(CC)cccc2CC)=NC1(C)C,-0.46
CCSc1ccc(/C(N)=N/OC(=O)C(C)(C)C)cn1,-0.49
CCOC(=O)Cn1cnc([N+](=O)[O-])n1,0.55
Cc1ccc(S(C)(=O)=NC(=O)NC(=O)c2c(Cl)cccc2Cl)cc1 (configuration not stated),-1
Clc1ccc(-c2nc3cc(NCc4cccs4)ccc3o2)cc1,-0.22
COC(=O)C1=C(C)NC2=C(C(=O)CCC2)C1c1cc(Cl)c(O)c(OC)c1 (configuration not stated),-0.43
C/C(=N/O)c1nnc2cc(C)nn2c1C,-1.5
c1ccc(Sc2c(-c3ccccc3)nc3ccccn23)cc1,-2.2
COc1ccc(Cn2cnc3c2c(=O)n(C)c(=O)n3C)cc1,-0.96
Cn1nc(C(F)(F)F)c2cc(-c3nc(-c4ccc(C(F)(F)F)cc4)no3)sc21,-0.86
CC(C)c1nc2sc3c(NCCCO)ncnc3c2c2c1CCCC2,-0.28
CC1=C(C(=O)OCC(C)C)C(c2ccc(C)s2)C2=C(CC(C)(C)CC2=O)N1 (configuration not stated),2.3
Nc1[nH]nc2nc(-c3ccccc3)c3c(c12)CCC3,0.72
COc1ccc(OC)c(S(=O)(=O)N(C(=O)c2cccnc2)c2ccc3oc(=O)sc3c2)c1,1.4
Cc1nn(C(C)(C)C)c(NC(=O)c2ccccc2)c1C#N,1.5
CC(C)C(NC(=O)OCc1ccccc1)C(=O)NCC(=O)O (configuration not stated),0.24
CCn1c[n+](CC(O)COc2ccccc2C)c2ccccc21 (configuration not stated),-1.8
S=C(Nc1ccc(N2CCOCC2)nc1)Nc1cc(Cl)ccc1Cl,0.43
CSc1ccc(C2Nc3ccc(C)cc3-c3cc(C)nn32)cc1 (configuration not stated),-0.31
COc1cc2c(cc1OC)-c1nnc(C)n1C(C)(C)C2,2.1
O=C1CCCC2=C1C(c1ccc(O)c(Cl)c1)C1=C(CCCC1=O)N2,0.1
O=S1(=O)CC(c2ccccc2)CS(=O)(=O)C1,-1.5
CCOC(=O)c1cnc(NNS(=O)(=O)c2cc(C)c(Cl)cc2C)nc1C(F)(F)F,2.4
O=C(CC(=O)c1ccccc1O)c1ccccc1,-0.8
CSCCC(NC(=O)c1ccc(C(F)(F)F)cc1)c1n[nH]c(=S)n1C (configuration not stated),7.9

Further entries follow.
mol	Dicer processing
O=C1CCCC2=C1C(c1ccc(O)cc1)Nc1ccc(C(=O)c3ccccc3)cc1N2 (configuration not stated)	1.3
O=S(=O)(Nc1ccccc1N1CCOCC1)c1ccc2c(c1)OCC2	7.6
CCOc1ccc(C2C3=C(Nc4nc(N)[nH]c(=O)c42)c2ccccc2C3=O)cc1 (configuration not stated)	0.94
COc1ccc(O)c(C2=NN3C(C2)c2cc(Cl)ccc2OC3c2ccsc2)c1 (configuration not stated)	1.1
CC(=O)Nc1ccc(C(C)C)cc1Br	-0.07
CN(C)NC(=S)Nc1ccc(S(=O)(=O)N2CCCCC2)cc1	0.04
CCCc1nn(C)c(C(N)=O)c1[N+](=O)[O-]	5.5*
O=C1c2cc(S(=O)(=O)N3CCCCC3)ccc2-c2ccc(S(=O)(=O)N3CCCCC3)cc21	-0.71
CC(C)(C)SCCNC(=O)C(C)(C)S(=O)(=O)c1ccc(C(F)(F)F)cn1	-0.89
COc1ccc(C2/C(=C(\O)c3ccc(Cl)cc3)C(=O)C(=O)N2CCCn2ccnc2)cc1OC (configuration not stated)	-1.6
Nc1c(-c2n[nH]c(=S)n2-c2ccccc2)sc2nnc(-c3ccccc3)c(-c3ccccc3)c12	0.12
Cc1nn(C)c(Oc2c(Cl)cccc2Cl)c1[N+](=O)[O-]	-1.8
CCOC(=O)c1c(O)c(O)c(C(=O)OCC)n1-c1ccccc1	-0.94
CCOC(=O)c1c(C)oc2ccc(OCC(=O)OC(C)(C)C)cc12	0.63
COc1ccc(-c2n[nH]c(C)c2-c2ccc(F)cc2)c(O)c1	1.6
COC(=O)c1sccc1Oc1ccc(C(F)(F)F)cc1NC(=O)c1cnn(-c2ccccc2)c1C(F)(F)F	-1.1
Cc1cc(C)c2ccc(C3C(=O)c4ccc(O)cc4C3=O)nc2c1 (configuration not stated)	3.1*
CCOc1ccc(C2CC(c3cccc(Cl)c3)n3nc(N)nc3N2)cc1 (configuration not stated)	0.33
Nc1c(-c2ccc(Cl)cc2)cnn1-c1ncc(C(F)(F)F)cc1Cl	1.1
COc1cc(NC(=O)C2CC2)c(C(=O)O)cc1OC	-0.06
Cc1onc(-c2c(Cl)cccc2Cl)c1NC(=O)N=S(C)(=O)c1ccccc1 (configuration not stated)	-1.5
Cc1ccc(C)c(S(=O)(=O)N(C(=O)c2cccnc2)c2ccc3oc(=O)sc3c2)c1	13
Cc1c(C)c(C)c(C(=O)/C=N/N)c(C)c1C	0.71
O=C(Nc1ccc(OCc2ccccc2)cc1)OCC1CN(Cc2ccccc2)CCO1 (configuration not stated)	-0.17
O=C(Nc1ccc(F)cc1)Nc1nnc(C2CC2)s1	0.03

Copied from the list:
Dicer processing, CN(C)NC(=S)Nc1ccc(S(=O)(=O)N2CCCCC2)cc1 → 0.04
Dicer processing, Cc1onc(-c2c(Cl)cccc2Cl)c1NC(=O)N=S(C)(=O)c1ccccc1 (configuration not stated) → -1.5
Dicer processing, CCOC(=O)c1c(O)c(O)c(C(=O)OCC)n1-c1ccccc1 → -0.94
Dicer processing, O=C1c2cc(S(=O)(=O)N3CCCCC3)ccc2-c2ccc(S(=O)(=O)N3CCCCC3)cc21 → -0.71
Dicer processing, Cc1cc(C)c2ccc(C3C(=O)c4ccc(O)cc4C3=O)nc2c1 (configuration not stated) → 3.1*
Dicer processing, COc1ccc(C2/C(=C(\O)c3ccc(Cl)cc3)C(=O)C(=O)N2CCCn2ccnc2)cc1OC (configuration not stated) → -1.6

5 records picked at random from those above:
mol	Dicer processing
Cc1nn(C)c(Oc2c(Cl)cccc2Cl)c1[N+](=O)[O-]	-1.8
O=C(Nc1ccc(OCc2ccccc2)cc1)OCC1CN(Cc2ccccc2)CCO1 (configuration not stated)	-0.17
CCOC(=O)c1c(C)oc2ccc(OCC(=O)OC(C)(C)C)cc12	0.63
COC(=O)c1sccc1Oc1ccc(C(F)(F)F)cc1NC(=O)c1cnn(-c2ccccc2)c1C(F)(F)F	-1.1
Nc1c(-c2n[nH]c(=S)n2-c2ccccc2)sc2nnc(-c3ccccc3)c(-c3ccccc3)c12	0.12

More entries
mol	Dicer processing
Cc1ccc2nc(-c3ccc(N)cc3)oc2c1	0.3
COc1cccc(-c2nc(-c3ccccc3)no2)c1	3.2
Cn1c(SCCS(=O)(=O)c2ccc(F)cc2)nnc1C(F)(F)F	-1.9
COc1ccc(-c2nc3n(n2)C(c2ccc(Cl)cc2)C2=C(CCCC2=O)N3)cc1OC (configuration not stated)	-0.28
CC1=C(C(=O)Nc2cc(C)ccn2)C(c2ccsc2)C2=C(CC(C)(C)CC2=O)N1 (configuration not stated)	1.2
COc1ccc(-c2nc(CS(=O)(=O)c3ccsc3)no2)cc1OC	-1.6
CCNc1nc(-c2ccc(Cl)cc2)c(-c2ccc(C)cc2)s1	-2.2
COC(=O)/C(C#N)=C/c1[nH]c(C)cc1C	-0.19
COc1cccc(C=NCCCC2C=NNC2=O)c1O (configuration not stated)	5.2*
COC(=O)C1=C(C)NC2=C(C(=O)CC(C)(C)C2)C1c1cccc(F)c1 (configuration not stated)	-0.96
CC(c1ccccc1)N1C(=O)CSC1=S (configuration not stated)	-1.5
O=S(=O)(c1ccccc1)c1ccc(S(=O)(=O)N2CCCC2)s1	-0.58
Cc1ccc(C(=O)CC2(O)C(=O)Nc3c(C)cccc32)cc1 (configuration not stated)	-0.02
COc1ccc(Cl)cc1NC(=O)c1cnn2c1NC(c1ccco1)CC2C(F)(F)F (configuration not stated)	3*
Cc1oc2c(F)c(F)c(F)c(F)c2c1-c1noc(C(C)(C)C)n1	-0.16
CN(C)CCCO[C@@H]1[C@H]2OC(C)(C)O[C@H]2O[C@@H]1[C@H](O)CO	1.4
O=C(c1ccccc1)N1CCN(c2ccc([N+](=O)[O-])cc2-n2cccc2)CC1	-0.56
COc1cccc(-c2nnc(SCc3ccccc3Cl)o2)c1	0.14
C=CCNc1nc(-c2ccc(O)c(OC)c2)cs1	-0.25
CCOC(=O)c1cc(C)nc(Sc2ccccc2)c1C#N	-1.1
O=C1Cc2ccccc2C(c2ccc(Cl)cc2Cl)N1 (configuration not stated)	-2.2
Cc1ccc(C2c3c(oc4ccccc4c3=O)C(=O)N2c2nncs2)cc1 (configuration not stated)	-0.44
CSc1nc(N/C=C2/C(=O)c3ccccc3N(C)S2(=O)=O)nc(N(C)C)n1	-1.7
O=[N+]([O-])c1ccsc1Oc1ccc(Cl)cc1	0.96
COc1ccc(O)c(C2=NN3C(C2)c2cccc(OC)c2OC3c2cccc(F)c2)c1 (configuration not stated)	1.7
COc1ccc(CC(=O)n2[nH]c(=O)cc(C)c2=O)cc1OC	-0.09
CN(C)CC#Cc1ccc(-c2ccn(S(=O)(=O)c3ccc(Cl)cc3)n2)s1	0.28
Cc1ccc(OCC(=O)NN)c2c1CCC2	-0.96
CCOC(=S)SCc1cc(Br)cc(Br)c1	-1.2
CCc1cc2c(=O)c(-c3nc4ccccc4s3)coc2cc1OC(C)=O	2.7
CN1CCC(=NOC(=O)Nc2ccc(Cl)cc2)CC1	2
CNS(=O)(=O)c1ccc2[nH]c(=O)c(=O)[nH]c2c1	0.69
c1ccc(CNc2nc(-c3ccccc3)ns2)cc1	-0.46
CN(C)CCNC(=O)C1CCCNC1=O (configuration not stated)	0.83
O=C(Nc1sccc1-n1cccc1)NC1Cc2ccccc2C1	-1.1
COc1cccc(O)c1C(=O)NCC(=O)O	0.54
COC(=O)c1coc(=O)c2ccccc12	1.1
Cc1ccc(S(=O)(=O)Oc2cc(S(=O)(=O)c3ccccc3)ccc2[N+](=O)[O-])cc1	53
CN1CCC(=C2c3ccccc3Sc3ccccc32)CC1	-0.64
CCOc1ccc(C2c3c(oc4ccc(F)cc4c3=O)C(=O)N2CCOC)cc1 (configuration not stated)	-0.28
NC(=O)c1nnc2cc(-c3ccccc3)nn2c1-c1ccccc1Cl	0.1
C=CCOc1ccc(C2/C(=C(\O)c3ccc(F)cc3)C(=O)C(=O)N2c2nnc(C)s2)cc1 (configuration not stated)	1.3
O=S(=O)(Nc1ccccc1)c1ccc2c(c1)Cc1cc(S(=O)(=O)Nc3ccccc3)ccc1-2	0.91
COCCOC(=O)C1=C(C)NC2=C(C(=O)CC(C)(C)C2)C1c1ccc(Br)cc1 (configuration not stated)	-0.9
Cc1cnc(NS(=O)(=O)c2ccc(F)cc2)c(Br)c1	0.99
CSc1sc(-c2ccn(S(=O)(=O)c3ccc(Cl)c(Cl)c3)n2)c2c1C(=O)CC(C)(C)C2	13

Screening results: PubChem BioAssay, Center for Chemical Genomics, University of Michigan

These rows are one share of the data. The share of hits here may be higher or lower than overall.
